NPSR antagonist: qHTS Assay for Antagonists of the Neuropeptide S Receptor: cAMP Signal Transduction | Q6W5P4 | Potency, µM (series often up to 38.3 µM), inactives show at the highest dose activity change, negative = inhibition, usual class: inhibitors | AID 1461, 2008 | CHO-NPSR cells, cAMP TR-FRET, antagonist mode | 220,000 tested, 1% active; note: % is set by controls: 0 for no effect and ±100 for the full control effect; nearly all actives have a fitted effect of over 50% in size; many of its hits are not listed in these tables
Target sequence (Q6W5P4 whole entry, looked up): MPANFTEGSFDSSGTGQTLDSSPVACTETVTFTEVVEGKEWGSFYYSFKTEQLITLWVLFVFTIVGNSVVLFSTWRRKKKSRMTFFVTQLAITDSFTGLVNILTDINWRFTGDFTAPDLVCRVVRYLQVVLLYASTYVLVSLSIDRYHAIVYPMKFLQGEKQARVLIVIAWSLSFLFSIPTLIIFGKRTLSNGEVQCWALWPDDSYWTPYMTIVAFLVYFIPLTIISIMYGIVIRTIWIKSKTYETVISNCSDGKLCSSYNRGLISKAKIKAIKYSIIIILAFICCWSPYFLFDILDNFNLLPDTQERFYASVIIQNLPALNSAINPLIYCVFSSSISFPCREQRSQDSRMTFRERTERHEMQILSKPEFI
ALDH1A1 inh: qHTS Assay for Inhibitors of Aldehyde Dehydrogenase 1 (ALDH1A1); Potency, µM (top dose mostly 75.3 µM), for inactives: at the highest dose activity, negative = inhibition, usual class: inhibitors; Aldehyde dehydrogenase 1A1 (Homo sapiens), P00352; Purified ALDH1A1, NADH fluorescence, propionaldehyde substrate; 220,000 tested, 7.3% active; AID 1030, 2008; active = well fitted inhibition curve with a large enough effect, not every such curve was filed as active; inconclusive = small, poorly fitted or top-dose-only effect, or another doubt; inactive = no such curve, though single readings can be large or run the other way;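 note: plate controls were no enzyme wells and a reference inhibitor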
Target sequence (P00352 whole entry, looked up): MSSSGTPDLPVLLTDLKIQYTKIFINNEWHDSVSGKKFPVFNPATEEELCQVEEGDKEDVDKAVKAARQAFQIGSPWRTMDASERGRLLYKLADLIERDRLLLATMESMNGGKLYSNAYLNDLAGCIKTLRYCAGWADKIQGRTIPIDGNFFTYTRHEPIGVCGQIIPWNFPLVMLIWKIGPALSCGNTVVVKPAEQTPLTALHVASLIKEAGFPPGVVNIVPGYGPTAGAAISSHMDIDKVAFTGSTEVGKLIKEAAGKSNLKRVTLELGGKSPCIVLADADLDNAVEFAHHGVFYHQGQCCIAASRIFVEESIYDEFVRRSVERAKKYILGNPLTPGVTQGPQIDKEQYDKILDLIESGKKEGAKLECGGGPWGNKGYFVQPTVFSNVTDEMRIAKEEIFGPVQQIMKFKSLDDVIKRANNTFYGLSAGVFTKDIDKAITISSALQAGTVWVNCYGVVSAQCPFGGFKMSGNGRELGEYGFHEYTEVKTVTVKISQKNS
aGal spleen mod: qHTS Assay for Inhibitors and Activators of Human alpha-Galactosidase From Spleen Homogenate; human spleen homogenate, 4MU-alpha-Gal fluorescence, 40 min; Potency, µM (highest dose often 80 µM), inactives show top-dose activity change, negative = inhibition, actives largely listed as inhibitors; 240,000 tested, 0.008% active; AID 2107, 2009;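 note: 0% = enzyme with vehicle and -100% = no enzyme basal signal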
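qHTS titration in buffer at pH 5.0. Alpha-galactosidase activity in spleen homogenate was measured via 4-methylumbelliferone release from 1 mM fluorogenic substrate after 40 min at 37C and a pH 10 stop. AC50 came from Hill fits of control-normalized data.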
Tau fluor cs: Counterscreen qHTS for Inhibitors of Tau Fibril Formation, Fluorescence Polarization; tau K18 P301L Alexa594 fluorescence, heparin fibrillization; Potency, µM (titrated, usually from 57.7 µM), without a hit: top-dose activity change, negative = decrease; 280,000 tested, 0.93% active; AID 1463, 2008; note: % is set by controls: 0 for no effect and ±100 for the full control effect; nearly all actives have a fitted effect of over 55% in size
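Human tau K18 P301L (15 uM unlabeled, 0.24 uM Alexa 594-labeled) in 100 mM sodium acetate pH 7 with 20 uM heparin, 6 hr at 37 C. ThT 30 uM added, 1 hr ambient; Alexa 594 FP and total fluorescence read at 555/632 nm.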
GAA spleen mod: qHTS Assay for Inhibitors and Activators of Human alpha-Glucosidase From Spleen Homogenate; Lysosomal alpha-glucosidase (Homo sapiens), P10253; AID 2112, 2009; human spleen homogenate, 4-MU-alpha-glucoside fluorescence; Potency, µM (titrated, usually from 79.9 µM), for inactives: at the highest dose activity change, negative = inhibition, hits mostly inhibitors; 240,000 tested, 0.006% active;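 note: 0% = enzyme with vehicle and -100% = no enzyme basal signal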
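Compounds were titrated against alpha-glucosidase in spleen homogenate at pH 5.0, with 1 mM 4-methylumbelliferyl substrate for 40 min at 37 C. Reactions were quenched with pH 10 NaOH/glycine and fluorescence measured.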
Epigenetic derep: Quantitative High-Throughput Screen for Regulators of Epigenetic Control. murine LDR cells, GFP reporter derepression, 30 h. 280,000 tested, 0.2% active. Potency, µM (highest dose often 53.9 µM), for the others: at the highest dose GFP activation, most hits filed as activators; note: % of control where 0% means no effect; nearly all actives have a fitted effect of over 60% in size
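In this reporter-derepression format, murine cells bearing a silenced integrated CMV-GFP locus incubate with test compound (30 h, 37 C), then are washed and imaged; fluorescent objects of 20–120 um count as induced cells.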
GAA inh: qHTS Assay for Inhibitors of Human alpha-Glucosidase as a Potential Chaperone Treatment of Pompe Disease. Lysosomal alpha-glucosidase (Homo sapiens), P10253. purified human GAA, 4-MU-alpha-glucoside fluorescence. 200,000 tested, 0.005% active. AID 1466, 2008. Potency, µM (top dose mostly 76.9 µM), without a hit: at the top dose activity change, negative = inhibition, actives largely listed as inhibitors;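 note: plate controls were uninhibited enzyme wells for no effect and no-enzyme background for full effect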
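Activity normalized between no-enzyme (basal) and enzyme-only wells. Conditions: 4 nM human enzyme, 400 uM fluorogenic substrate, citrate/phosphate pH 5.0 with Tween-20, 20 min room temperature, compounds up to 77 uM.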
GAA glycogen mod: qHTS Assay for Inhibitors and Activators of Human alpha-Glucosidase Cleavage of Glycogen. Lysosomal alpha-glucosidase (Homo sapiens), P10253. recombinant GAA, glycogen substrate, Amplex Red glucose oxidase fluorescence. Potency, µM (doses to about 76.4 µM), inactives show top-dose activity change, negative = inhibition, hits mostly inhibitors. 300,000 tested, 0.38% active. AID 2100, 2009;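 note: 0% = full enzyme reaction and -100% = no-enzyme basal signal; the screen sought inhibitors and activators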
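Recombinant enzyme (4 nM final) with compounds titrated up to 77 uM and bovine liver glycogen (30 ug) in citrate pH 5.0, 0.01% Tween-20, 37 C 40 min. Released glucose detected by Amplex Red/glucose oxidase (Ex 573/Em 610); AC50 from Hill fits.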
An asterisk follows results filed as active; u = inconclusive; x = not tested or not shown; & = joins results of further samples; [ ] = another dose, or the depositor's remark. Unless noted, calls come from the whole dose curve; as a rule, active = well fitted curve in the direction sought with a large enough effect; inconclusive = small, poorly fitted or top-dose-only effect, or another doubt; inactive = no such curve, though single readings can be large; an effect the other way counts as inactive or inconclusive. Potency is the fitted concentration of half-maximal effect. Only part of the results is shown. The share of hits here may be higher or lower than overall.

compound,NPSR antagonist,ALDH1A1 inh,aGal spleen mod,Tau fluor cs,GAA spleen mod,Epigenetic derep,GAA inh,GAA glycogen mod
COc1ccc(C2C3C=CCC(c4cccc(-c5ccc(C)cc5)c4)C3C(=O)N2Cc2ccccc2)cc1Cl (configuration not stated),10µM*,x,4.2%&-1.6%,4.3%,0.1%&0.9%,0.5%,x,9.3%
c1sc2[n+](c1C13CC4CC(CC(C4)C1)C3)CCS2,16.5%,u,0.8%,6.6%,0.8%,1.6%,-2.0%,-4.2%
c1ccc(CCc2nc3ccccc3[nH]2)cc1,-5.0%,4.4%,0.0%,-6.8%,0.6%,-1.0%,0.5%,5.9%
N#CCCn1cc(C(=O)N2CCCCC2)c(-c2ccc([N+](=O)[O-])cc2)n1,12.5%,-1.6%,-0.4%,-0.5%,-10.0%,2.2%,1.9%,-18.3%
CCCc1nc2c(=O)n(C)c(=O)nc-2n(C)n1,7.94µM*,3.2%,7.7%,-6.7%,x,-1.3%,2.4%,17.3%
Cc1ccc(OCCCn2ccnc2)c([N+](=O)[O-])c1,20.0%,u,-6.2%,-0.5%,-4.2%,1.0%,10.7%,1.6%
Cc1ccc(CCN2CC(C(=O)NCc3ccc4c(c3)OCO4)CC2=O)cc1 (configuration not stated),4.5%,x,2.0%,-8.7%,-4.2%,1.0%,x,1.5%
COc1ccc(-c2cn3ccccc3n2)cc1[N+](=O)[O-],13.5%,u,0.7%,-14.5%,3.6%,0.0%,0.7%,-1.1%
COc1ccc2[nH]c3c(=O)n(CCCCC(=O)N4CCCC4)c(=S)[nH]c3c2c1,-18.5%[46.1 µM],-7.2%,5.9%,-16.9%,0.7%,-2.2%,-0.9%,-9.9%
Cc1cc(N/N=C/c2ccncc2)c([N+](=O)[O-])cc1[N+](=O)[O-],3.6%,x,-11.4%,-5.9%,-1.9%,0.0%,x,-4.3%
NC(=NCCc1ccc(Cl)cc1)NS(=O)(=O)c1ccc(F)cc1,8.3%,-2.5%,12.4%,-11.9%,3.0%,-1.5%,-4.4%,-1.0%
Cc1cc(=O)[nH]c(SCC(=O)Nc2ccc(Br)cc2)c1C#N,-7.5%[46.1 µM],-2.8%,3.0%,-23.3%,-2.8%,-1.0%,u,-0.9%
Cc1ccc(-n2[nH]c(C)c(C=Nc3ccc(S(=O)(=O)Nc4nc(C)cc(C)n4)cc3)c2=O)c(C)c1,-13.3%,-18.3%,-16.3%,0.8%,-9.5%,-1.1%,0.0%,-3.7%
N#CCCN(C(=O)COC(=O)C1CCN(S(=O)(=O)c2cccs2)CC1)c1ccccc1,-6.6%,3.1%,1.5%,-10.8%,8.2%,0.0%,-4.5%,1.9%
O=C(N/N=C/c1ccc(O)cc1)c1csc2ccccc12,-16.2%[46.1 µM],4.3%,-2.8%,u,-8.2%,-1.4%,-9.1%,-3.8%
O=C(/C=C/c1cccs1)c1cc(Br)ccc1OC(=O)N1CCOCC1,-9.5%,u,0.1%,-0.4%,-2.5%,1.3%,u,-2.0%
O=Cc1ccc(-n2nncc2-c2ccc([N+](=O)[O-])cc2)cc1,-12.3%,12.6µM*,7.0%,1.8%,-5.2%,0.9%,7.0%,0.9%
C[C@]1(C(=O)NCCCNc2ncc(C(F)(F)F)cc2Cl)C=C[C@@H](Cc2ccccc2)N1C(=O)c1ccccc1,-53.0%,-5.4%&6.4%,1.7%&-9.8%,-24.2%&-14.7%,-4.1%&-17.2%,-2.9%&1.0%,u,-7.7%
Cn1c(CN2CCCC2)c(C#N)c2ccccc21,-12.2%,-9.0%,3.4%,1.2%,-2.1%,-3.9%,11.2%,-6.7%
Cc1ccc(C2CC(=O)c3cnc(N4CCc5ccccc5C4)nc3C2)cc1 (configuration not stated),-13.5%[46.1 µM],2.3%,-12.3%,-2.7%,-5.3%,-2.3%,-11.2%,4.8%
C#CCOCCOCCOCCNc1nc(N2CCN(C(=O)[C@H](CCC(=O)O)n3cc(C(N)CC(C)C)nn3)CC2)nc(N2CCN(C(=O)[C@H](Cc3ccc(O)cc3)n3cc(C(N)CC(C)C)nn3)CC2)n1 (some centres not stated),-10.4%,u,9.0%,3.2%,8.2%,-0.5%,x,-5.0%
O=c1[nH]c(CN2CCN(c3ccccc3Cl)CC2)nc2ccsc12,-8.4%[46.1 µM],-5.3%,6.9%,-9.6%,2.8%,-1.1%,-3.6%,-3.6%
Cc1ccc(NC(=O)c2ccncc2)cc1S(=O)(=O)N(C)C,25.1%,-0.8%,-3.0%,-2.8%,-6.4%,-1.9%,1.4%,10.2%
CC1(C)Cc2c(c(=S)nc(-c3ccccc3)n2CCCN2CCOCC2)CO1,0.2%[46.1 µM],-5.1%,-3.3%,-1.3%,-5.1%,0.0%,1.4%,-3.4%
CC1CCCC(NC(=O)CCC(=O)c2ccc(F)cc2)C1C (configuration not stated),-1.3%,15.8µM*,0.9%,1.4%,-0.7%,-0.3%,-6.1%,1.0%
CCN(CC(=O)Nc1ccc(S(=O)(=O)N2CCCC2)cc1)CC(=O)Nc1cccc(OC)c1,6.4%,x,4.7%,-6.2%,-6.7%,-0.5%,x,1.5%
O=C(/C=C/c1ccccc1Cl)NCCN1CCOCC1,3.8%[46.1 µM],17.2%,-3.9%,7.4%,-2.2%,-0.3%,-0.3%,6.0%
CCS(=O)(=O)N1CCC(N2CCC(C)CC2)CC1,5.9%,x,-1.0%,3.0%,-4.7%,-1.1%,x,-0.8%
O=C(Cc1ccc([N+](=O)[O-])cc1)NCC1CCCO1 (configuration not stated),9.0%,1.9%,-0.6%,-10.3%,2.6%,-1.4%,u,-22.3%
Cc1cc(C)c(S(=O)(=O)N(C)CC(=O)NCc2ccncc2)c(C)c1,4.3%,4.6%,-3.3%,-4.7%,0.1%,-2.7%,-1.6%,6.3%

A few values from the list:
Result of Cc1ccc(NC(=O)c2ccncc2)cc1S(=O)(=O)N(C)C in GAA inh: 1.4%
Result of COc1ccc2[nH]c3c(=O)n(CCCCC(=O)N4CCCC4)c(=S)[nH]c3c2c1 in GAA spleen mod: 0.7%
Result of Cc1ccc(CCN2CC(C(=O)NCc3ccc4c(c3)OCO4)CC2=O)cc1 (configuration not stated) in Tau fluor cs: -8.7%

(list continues)
compound,NPSR antagonist,ALDH1A1 inh,aGal spleen mod,Tau fluor cs,GAA spleen mod,Epigenetic derep,GAA inh,GAA glycogen mod
CCOC(=O)C(=CNc1ccc(NC2=NCC(C)S2)cc1)C(=O)OCC (configuration not stated),5.2%,3.0%,2.1%,-15.7%,-2.6%,-1.9%,-4.0%,-3.9%
O=[N+]([O-])c1ccc(N2CCN(CC(O)COc3ccccc3)CC2)cc1 (configuration not stated),-5.5%,4.2%,8.0%,-5.8%,5.3%,1.1%,u,13.8%
O=C(C1CCCN(S(=O)(=O)c2cccc3nonc23)C1)N1CCN(c2ccccc2)CC1 (configuration not stated),-19.0%[46.1 µM],u,-3.8%,-19.0%,-1.4%,-3.0%,-0.8%,1.5%
COc1ccc(NC(=O)C2CCCN(S(=O)(=O)c3c(C)n[nH]c3C)C2)cc1OC (configuration not stated),25.2%,-8.0%,-4.2%,-0.6%&-6.8%,4.2%,1.3%&-1.2%,3.7%,2.5%
O=C(NCc1cccnc1)C1CCCCN1S(=O)(=O)c1ccc(F)cc1 (configuration not stated),-0.4%[46.1 µM],-3.5%,-0.4%,-3.4%,-2.7%,-1.0%,-4.5%,-0.8%
O=C(NNC(=O)c1ccccc1-n1cccc1)c1cccc(Cl)c1,0.7%[46.1 µM],2.3%,-13.7%,-5.6%,-10.8%,-0.9%,2.4%,-1.5%
CCS(=O)(=O)N1Cc2ccccc2CC1C(=O)Nc1ccc(NC(C)=O)cc1 (configuration not stated),-5.9%[46.1 µM],2.0%,u,-20.7%,-1.5%,-1.0%,-3.2%,7.2%
O=C(CSc1nnc(COc2cccc3cccnc23)o1)c1ccc(F)cc1,-14.5%[46.1 µM],7.6%,-12.2%,0.3%,-8.5%,1.5%,-2.5%,1.4%
CN(Cc1ccccc1)S(=O)(=O)c1ccc(NS(C)(=O)=O)cc1,-11.9%[46.1 µM],-5.9%,-5.0%,-7.3%,-9.1%,-1.1%,u,-3.1%
CCCCCCCC[n+]1c(C)n(-c2ccccc2)c2ccc(NC(C)=O)cc21,-21.0%,-2.2%,6.4%,0.2%,0.5%,0.6%,-2.0%,7.3%
O=S1(=O)CCC(SCc2nc3sccn3c2Br)C1 (configuration not stated),3.5%[46.1 µM],-1.3%,2.1%,-1.0%,4.3%,0.8%,-3.4%,1.4%
N#Cc1ccc(NC(=O)c2cc(-c3cccs3)on2)cc1,5.6%,u,-5.7%,-4.8%,-2.7%,-2.9%,5.0%,16.4%
CCOc1ccc2[nH]c(=O)c(=O)[nH]c2c1,-10.2%[46.1 µM],-3.7%,5.2%,-3.4%,-8.8%,-1.1%,0.0%,-0.3%

An excerpt of these results, field by field.
mol: CCCCCCCC[n+]1c(C)n(-c2ccccc2)c2ccc(NC(C)=O)cc21
  NPSR antagonist: -21.0%
  ALDH1A1 inh: -2.2%
  aGal spleen mod: 6.4%
  Tau fluor cs: 0.2%
  GAA spleen mod: 0.5%
  Epigenetic derep: 0.6%
  GAA inh: -2.0%
  GAA glycogen mod: 7.3%
mol: O=C(CSc1nnc(COc2cccc3cccnc23)o1)c1ccc(F)cc1
  NPSR antagonist: -14.5%[46.1 µM]
  ALDH1A1 inh: 7.6%
  aGal spleen mod: -12.2%
  Tau fluor cs: 0.3%
  GAA spleen mod: -8.5%
  Epigenetic derep: 1.5%
  GAA inh: -2.5%
  GAA glycogen mod: 1.4%
